Compound activity as filed in PubChem BioAssay.
Myeloid diff 2: promotes myeloid progenitor differentiation; AID 624256; 360,000 compounds, 1% hits; ER-HoxA9 myeloid progenitors, lysozyme-GFP differentiation, flow cytometry; calls only at 10 µM;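 active = normalized GFP-positive differentiation at or above the plate's own cutoff, the solvent-only control mean plus 3 SD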;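 note: cells exposed to compound for four days before flow analysis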
HIV fusion peptide: inhibitors of HIV fusion peptide binding, primary screen, biochemical, uHTS, fluorescence dequenching (AID 1986) | cell-free peptide binding, fluorescence dequenching, 30 min; higher % means a stronger effect | inhibition, % at 20 µM, or IC50 in µM where a hit was titrated | 290,000 compounds, 0.3% hits; in the data active = inhibition mostly above about 52%, no sharp cut-off; inactive = mostly below about 76%; note: some results filed as inactive read as strong as hits
KOR beta-arrestin-1: kappa opioid receptor activators – cell-based, luminescence, uHTS, primary screen (AID 1777); KOR beta-arrestin recruitment, luminescence; higher % means a stronger effect; activation, % at 10 µM; hits with a dose series show EC50 in µM; 280,000 compounds, 0.02% hits; in the data active = activation above about 50%, passing the limit was not always enough; note: a part of the inactive calls stands beside numbers as strong as those of hits
Salmonella PhoP GFP: inhibitors of PhoP regulon expression, primary screen, Salmonella Typhimurium, GFP reporter (AID 1863); one-dose inhibition, % at 50 µM; IC50 in µM for titrated hits; 300,000 compounds, 0.16% hits; S. Typhimurium PhoP-regulated promoter GFP reporter, 4 h; higher % means a stronger effect;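 active = inhibition over 29.93%, a cutoff 3 SD above the screen mean, later confirmed by dose response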;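 note: 0% = low Mg2+ inducing control and 100% = high Mg2+ repressing control; strong numbers were not always called active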
KOR beta-arrestin-2: KOR antagonists, beta-arrestin recruitment, cell-based, luminescence, uHTS (AID 1778); 290,000 compounds, 0.091% hits; inhibition, % at 10 µM; hits with a dose series show IC50 in µM; KOR beta-arrestin recruitment, luminescence, antagonist mode; higher % means a stronger effect; note: strong numbers were not always called active
LYP phosphatase: inhibitors of LYP phosphatase, biochemical, fluorescence intensity, uHTS (AID 1779). 290,000 compounds, 0.054% hits. inhibition, % at 11.5 µM, or IC50 in µM where a hit was titrated. recombinant LYP phosphatase, fluorescence intensity; higher % means a stronger effect;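 note: plate controls were vehicle with enzyme for no effect and no enzyme for full effect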
Siah-1 displacement: Siah-1 peptide-binding antagonists, primary screen, biochemical, fluorescence polarization, rhodamine-plectin, uHTS (AID 1817); displacement, % at 20 µM; hits with a dose series show IC50 in µM; Siah-1 / rhodamine-plectin peptide fluorescence polarization; higher % means a stronger effect; 290,000 compounds, 0.02% hits;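 active = displacement of at least 50% at 20 µM, with a fluorescence ratio check between 0.3 and a set limit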;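 note: plate controls were Siah plus tracer with DMSO for no effect and tracer alone without Siah for full effect; strong numbers were not always called active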
NOD1 NF-kB reporter: inhibition of NOD1-driven NF-kB reporter – cell-based, luminescence, uHTS, primary screen (AID 1578); inhibition, % at 4 µM; hits with a dose series show EC50 in µM; 290,000 compounds, 1% hits; NOD1-driven NF-kB luciferase reporter cells, luminescence; higher % means a stronger effect; in the data active = inhibition mostly above about 36%, no sharp cut-off; inactive = mostly below about 34%;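 note: HEK-293T reporter cells stimulated with the NOD1 agonist gamma-tri-DAP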
NOD2 inhibition: inhibition of NOD2-driven NF-kB reporter – cell-based, luminescence, uHTS, HEK293 (AID 1566); HEK293 NOD2/NF-kB luciferase reporter, luminescence; higher % means a stronger effect; one-dose inhibition, % at 4 µM; EC50 in µM for titrated hits; 290,000 compounds, 0.63% hits; note: many of its hits are not listed in these tables
Myeloid diff 2 GFP+ MAC1+ %: also measured in Myeloid diff 2; calls as there; GFP+ MAC1+ double positive, %; measured here: differentiation confirmed by MAC1 staining
* marks the source's active call; other numbers are inactive results; i = inactive; x = not tested or not shown; [ ] = remark or other dose. Cut-off read from the data, not from the text of the source, unless noted: active = inhibition above about 50%; inactive = the rest.

(1) Cc1coc2cc3oc(=O)c(CC(=O)N(C)CC(=O)O)c(C)c3cc12
(2) C=CCNc1nc(Cl)nc(NC2CCCCC2)n1
(3) COc1ccc(OCC(=O)Nn2c(-c3cccc(OC)c3)nc3ccccc3c2=O)cc1
(4) CCc1ccc(CN2CCN(c3ncccn3)CC2)cc1
(5) CCCCCCN1CC(=O)N2[C@@H](Cc3c([nH]c4ccccc34)C2(C)C)C1=O
(6) O=C(Nc1ccccc1-c1nnc(SCc2ccccc2)o1)c1ccccc1
(7) COC(=O)c1ccc(OC)c(OC2CCCC2)c1
(8) O=C(N/N=C/C(Br)=C\c1ccccc1)c1cccs1
(9) Cc1cc(SCC(=O)c2ccc(O)c(O)c2)n2nc(C)c(-c3ccccc3)c2n1
(10) Cc1ccc(C(c2c(C)[nH][nH]c2=O)c2c(C)[nH][nH]c2=O)cc1
Compound | 1 | 2 | 3 | 4 | 5 | 6 | 7 | 8 | 9 | 10
Myeloid diff 2 | i | i | i | i | i | i | i | i | i | i
Myeloid diff 2 GFP+ MAC1+ % | 0.4 | 0.4 | 0.5 | 0.2 | 1.2 | 0.7 | 2.1 | 0.4 | 0.6 | 0.2
HIV fusion peptide | 2.3% | 1.1% | -1.9% | -0.2% | -0.9% | 0.4% | 0.4% | -1.8% | 20% | -0.8%
KOR beta-arrestin-1 | 0.1% | -1.3% | 2.8% | -3.6% | -2.6% | 0.0% | -2.3% | 3.3% | -1.0% | 2.1%
Salmonella PhoP GFP | -3% | 2% | 0% | 11% | -4% | -1% | -9% | 2% | -10% | 0%
KOR beta-arrestin-2 | -29% | -61%[20 µM] | 0% | -19%[20 µM] | 17% | -5% | 30% | -9% | -4% | -23%
LYP phosphatase | -3% | -11% | 1% | -8% | -2% | 8% | -2% | 3% | -1% | -5%
Siah-1 displacement | 11% | -1% | -2% | -6% | 3% | 10% | 3% | -2% | 74% | -1%
NOD1 NF-kB reporter | -10% | -4% | -6% | 15% | 5% | 11% | -2% | -6% | 3% | -3%
NOD2 inhibition | 0% | 4% | 21% | -26% | 17% | 11% | 4% | -124% | 14% | 19%

(11) NC(=O)c1sc2cc(C(F)(F)F)cnc2c1-c1cccs1
(12) COc1cccc(-c2noc(CCC(=O)NC3CCCC3)n2)c1
(13) COCc1ccc([C@@H]2C[C@H]3CN(Cc4cccnc4)C(=O)[C@]34CCCN24)o1
(14) COc1ccc(-c2cc(C(=O)Nc3cccnc3)c3ccccc3n2)cc1OC
(15) Cc1ccc(OCc2cc(C(=O)N(C)Cc3cnn(-c4ccccc4C)c3)no2)cn1
(16) O=C(CSc1nnc(NC(=O)c2ccccc2)s1)NCC1CCCO1 (stereo not given)
(17) CCc1nn(CC(=O)NCCCN2CCc3ccccc3C2)c(=O)c2cc3sccc3n12
(18) Cc1cccc(NC(=O)N2CCCCCC2)c1C
(19) CCN(CC)C(=O)CSC1c2ccccc2C(=O)N1c1ccccc1 (stereo not given)
(20) C=CCn1cc(C(=O)OC)c(=O)c2cc(S(=O)(=O)N3CCCCCC3)ccc21
Compound | 11 | 12 | 13 | 14 | 15 | 16 | 17 | 18 | 19 | 20
Myeloid diff 2 | i | i | i | i | i | i | i | i | i | i
Myeloid diff 2 GFP+ MAC1+ % | 0.7 | 0.6 | 0.3 | 1.5 | 0.2 | 1.1 | 2.6 | 1.1 | 1.0 | 0.4
HIV fusion peptide | 4.2% | 0.6% | 3.3% | 2.0% | -1.1% | -1.7% | -1.1% | -1.0% | 0.2% | -0.7%
KOR beta-arrestin-1 | 2.3% | -1.2% | -0.4% | 1.0% | 3.9% | 9.7% | -1.9% | 9.7% | 3.9% | -5.3%
Salmonella PhoP GFP | -3% | 3% | -3% | -2% | 6% | -5% | -3% | 5% | -8% | -2%
KOR beta-arrestin-2 | -30% | 6% | -22% | 18% | -6% | -16% | -10% | -15% | -26% | -5%
LYP phosphatase | -5% | -11% | -5% | -2% | -9% | -11% | -2% | -6% | -1% | -8%
Siah-1 displacement | 1% | 4% | 13% | 2% | -1% | 1% | -3% | -4% | -2% | -1%
NOD1 NF-kB reporter | -32% | -12% | -16% | -13% | -6% | -36% | -2% | -26% | -7% | 4%
NOD2 inhibition | -4% | 6% | 9% | 3% | 31% | -29% | 16% | -2% | -3% | 19%

The list goes on; it opens with the 3 that closed the last part.
(18) Cc1cccc(NC(=O)N2CCCCCC2)c1C
(19) CCN(CC)C(=O)CSC1c2ccccc2C(=O)N1c1ccccc1 (stereo not given)
(20) C=CCn1cc(C(=O)OC)c(=O)c2cc(S(=O)(=O)N3CCCCCC3)ccc21
(21) Cc1ccc(C)c(NC(=O)CSc2c(C)n[nH]c2C)c1
(22) Cc1ccc(C2C3=C(Nc4[nH]n(-c5ccccc5)c(=O)c42)c2ccccc2C3=O)cc1 (stereo not given)
(23) Cc1cc(=O)[nH]c(-n2ncc(C#N)c2N)n1
(24) O=C(O)c1ccccc1C(=O)Nc1ccccc1
(25) Cc1c(C(=O)N/N=C/c2cccnc2)sc(N)c1C#N
(26) Cc1cccc(-c2n[nH]c(=S)n2C)c1
(27) Cc1ccc(OCCN2CCN(CC(O)Cn3c4ccccc4c4ccccc43)CC2)cc1 (stereo not given)
(28) COc1cccc(C(=O)C2CCCN(CC3=Cc4cc(OC)ccc4OC3)C2)c1 (stereo not given)
(29) O=S(=O)(Nc1ncnc2sc3c(c12)CCC3)c1ccc2ccccc2c1
(30) CCOC(=O)c1ccc2nc(C)c(CC)c(Cl)c2c1
Compound | 18 | 19 | 20 | 21 | 22 | 23 | 24 | 25 | 26 | 27 | 28 | 29 | 30
Myeloid diff 2 | i | i | i | i | x | i | i | i | i | x | i | i | i
Myeloid diff 2 GFP+ MAC1+ % | 1.1 | 1.0 | 0.4 | 0.5 | x | 0.1 | 0.7 | 1.3 | 0.5 | x | 1.5 | 1.1 | 0.2
HIV fusion peptide | -1.0% | 0.2% | -0.7% | -1.1% | 28% | 1.6% | -4.5% | -2.1% | 0.8% | -1.9% | 0.9% | 34% | -0.6%
KOR beta-arrestin-1 | 9.7% | 3.9% | -5.3% | -3.8% | 0.2% | -2.8% | -0.5% | -3.4% | -2.2% | 2.2% | -2.4% | 4.9% | 2.1%
Salmonella PhoP GFP | 5% | -8% | -2% | -4% | 5% | -20% | 10% | -4% | 4% | 12% | 23% | 3% | -3%
KOR beta-arrestin-2 | -15% | -26% | -5% | -4% | x | -2% | -8% | -11% | 2% | -11% | -2% | -66% | -3%
LYP phosphatase | -6% | -1% | -8% | -8% | 14% | -8% | 5% | -2% | 2% | -4% | -6% | 3% | -5%
Siah-1 displacement | -4% | -2% | -1% | -2% | -3% | 5% | -3% | 1% | 5% | 3% | 5% | -2% | -1%
NOD1 NF-kB reporter | -26% | -7% | 4% | -39% | -9% | -17% | 22% | 1% | -24% | -30% | -22% | 53% | -3%
NOD2 inhibition | -2% | -3% | 19% | 11% | -2% | 25% | 10% | -20% | 8% | 1% | 2% | 25% | 8%

(31) CC(C)CC(NC(N)=O)C(=O)Nc1ccc(Oc2ccccc2)cc1 (stereo not given)
(32) Cc1cc(C(=O)N2CCCC2C(=O)O)c(C)o1 (stereo not given)
(33) O=[N+]([O-])c1ccc(C(O)CNC(=S)Nc2ccccc2)cc1 (stereo not given)
(34) CCOC(=O)C1(Cc2ccccc2C)CCCN(C(=O)COC)C1 (stereo not given)
(35) Cn1cccc1CC(=O)N/N=C/C=C/c1ccccc1
(36) O=C(O)C1[C@H]2C(=O)N(Cc3cccs3)C[C@]23C=C[C@H]1O3 (stereo not given in full)
(37) CC(NC(=O)COc1ccccc1)C(=O)OCC(=O)c1cc2ccccc2o1 (stereo not given)
(38) Cc1ccc(C(=O)NNS(=O)(=O)c2ccccc2[N+](=O)[O-])cc1
(39) CC(=O)Nc1cccc(C(=O)OCC(=O)c2ccccc2Cl)c1
(40) O=c1oc2ccccc2c(NCc2cccc(F)c2)c1[N+](=O)[O-]
Compound | 31 | 32 | 33 | 34 | 35 | 36 | 37 | 38 | 39 | 40
Myeloid diff 2 | i | i | i | i | i | i | i | i | i | i
Myeloid diff 2 GFP+ MAC1+ % | 2.1 | 0.8 | 0.4 | 0.1 | 1.2 | 2.2 | 0.6 | 0.5 | 0.4 | 2.5
HIV fusion peptide | 0.8% | -2.5% | 1.9% | 0.5% | 9.3% | 3.3% | 1.5% | -0.5% | 0.5% | -1.6%
KOR beta-arrestin-1 | 6.1% | -4.2% | -1.5% | 1.4% | 3.0% | 1.5% | -0.5% | 0.4% | 1.2% | -2.6%
Salmonella PhoP GFP | -9% | -18% | -2% | 7% | -4% | -11% | -7% | 4% | 3% | -13%
KOR beta-arrestin-2 | -6% | -33% | -3% | -39%[20 µM] | 6% | -14% | 11% | 2% | -25% | 13%
LYP phosphatase | -1% | -7% | 3% | -5% | -3% | -7% | 2% | -5% | -6% | -3%
Siah-1 displacement | 2% | 2% | 0% | 4% | -2% | -1% | 4% | -1% | 0% | -9%
NOD1 NF-kB reporter | 1% | -11% | -42% | -58% | -50% | 3% | -40% | -6% | -40% | -8%
NOD2 inhibition | 23% | 3% | -4% | -18% | -15% | 7% | -5% | -23% | -40% | 14%

(41) CCCC(O)(CCN(C)C)c1ccc(OC)cc1 (stereo not given)
(42) O=C1CC(C(=O)Nc2ccccc2)S/C(=N\N=C\c2ccco2)N1 (stereo not given)
(43) CCN(CC)CC(O)Cn1c2ccccc2c2ccccc21 (stereo not given)
(44) COC(=O)CSc1nc2c(cnn2-c2ccc(F)cc2)c(=O)[nH]1
(45) COc1cc(/C=C2/C(=N)N3C(=NC2=O)SN=C3S(=O)(=O)C(C)C)ccc1OS(=O)(=O)c1ccccc1
(46) CC(C)c1ccc(NC(=O)CNC(=O)Cn2ccc3ccccc3c2=O)cc1
(47) CNC(=O)c1cc(Nc2nnc(-c3ccc(C)c(S(N)(=O)=O)c3)c3ccccc23)ccc1OC
Compound | 41 | 42 | 43 | 44 | 45 | 46 | 47
Myeloid diff 2 | i | i | i | i | x | i | i
Myeloid diff 2 GFP+ MAC1+ % | 0.3 | 1.2 | 1.9 | 0.1 | x | 2.0 | 0.5
HIV fusion peptide | 3.5% | 17% | 2.2% | 2.1% | 72%* | 1.7% | -1.4%
KOR beta-arrestin-1 | 2.6% | 6.6% | -0.5% | 2.8% | -6.1% | 4.1% | 3.0%
Salmonella PhoP GFP | 4% | -7% | 5% | 5% | 2% | -4% | 8%
KOR beta-arrestin-2 | 2% | 16% | -16% | -34% | 3% | -28% | 11%
LYP phosphatase | -1% | 1% | -5% | -2% | -3% | -11% | -5%
Siah-1 displacement | 2% | 3% | 6% | -4% | -1% | 0% | -2%
NOD1 NF-kB reporter | -3% | -11% | -9% | -5% | -3% | 9% | -6%
NOD2 inhibition | 1% | 1% | 5% | 8% | 3% | -2% | 10%

An excerpt; the hit share may differ from the screen's.
